ATG4B inh – ATG4B (human) cysteine protease inhibition | Q9Y4P1 | ATG4B cleavage of LC3-PLA2, NBD-HPC fluorescence, 1 h | inhibition, % at 8.33 µM | 0.51% of 340,000 active; in the data active means inhibition above about 40%
Target sequence (Q9Y4P1 whole entry, looked up): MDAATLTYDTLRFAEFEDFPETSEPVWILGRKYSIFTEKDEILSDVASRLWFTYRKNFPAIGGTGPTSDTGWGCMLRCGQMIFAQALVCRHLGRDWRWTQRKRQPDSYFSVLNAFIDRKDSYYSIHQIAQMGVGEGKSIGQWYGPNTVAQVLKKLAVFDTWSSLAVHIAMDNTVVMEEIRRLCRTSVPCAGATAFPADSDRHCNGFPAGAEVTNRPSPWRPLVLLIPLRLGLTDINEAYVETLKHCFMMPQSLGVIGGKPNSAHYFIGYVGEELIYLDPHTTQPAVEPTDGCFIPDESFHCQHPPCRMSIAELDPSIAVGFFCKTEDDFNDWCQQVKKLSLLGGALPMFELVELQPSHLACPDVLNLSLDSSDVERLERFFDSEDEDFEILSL
APJ antagonist – APJ receptor antagonism; P35414; CHO-K1 APJ beta-arrestin complementation, luminescence; inhibition, % at 20 µM; 0.32% of 330,000 active; AID 2521;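 active means inhibition above about 40% at 20 µM, limit read from the data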;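 further: cells challenged with 10 nM apelin-13 agonist together with compound; plate controls were apelin-13 plus DMSO wells for no effect and DMSO wells lacking apelin-13 for full effect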
CXCR6 inh – blocks human CXCR6 beta-arrestin recruitment; CHO-K1 PathHunter CXCR6 beta-arrestin, luminescence; inhibition, % at 20 µM; 0.36% of 360,000 active; in the data active means inhibition above about 34%, passing the limit was not always enough;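 further: antagonist mode with CXCL16 agonist at 10 nM final; 0% = 10 nM CXCL16 with DMSO and 100% = unstimulated wells without agonist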
Target sequence (O00574 whole entry, looked up): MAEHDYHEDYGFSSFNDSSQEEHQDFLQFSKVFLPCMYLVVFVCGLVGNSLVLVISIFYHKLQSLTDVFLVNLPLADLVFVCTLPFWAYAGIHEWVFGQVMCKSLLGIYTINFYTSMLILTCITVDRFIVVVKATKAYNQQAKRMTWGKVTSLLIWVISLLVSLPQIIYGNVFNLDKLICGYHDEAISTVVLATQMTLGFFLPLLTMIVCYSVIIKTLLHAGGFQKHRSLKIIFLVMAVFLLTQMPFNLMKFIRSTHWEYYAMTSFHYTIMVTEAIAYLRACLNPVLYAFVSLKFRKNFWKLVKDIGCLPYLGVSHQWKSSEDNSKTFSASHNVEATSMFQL
CCR6 antag – blocks CCL20-driven beta-arrestin recruitment at human CCR6; inhibition, % at 20 µM; 0.49% of 340,000 active; P51684; CHO-K1 CCR6 PathHunter beta-arrestin, luminescence, CCL20-stimulated;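 active means compounds whose inhibition of the agonist-driven luminescence signal at 20 µM reaches about 50%, limit read from the data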;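 further: cells stimulated with CCL20 at 14 nM final; plate controls were DMSO with CCL20 for no effect and DMSO without agonist for full effect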
EBI2 antag – EBI2 (human) antagonism; P32249; EBI2 beta-arrestin recruitment, luminescence, 7a,25-OHC stimulated; inhibition, % at 5 µM; 0.81% of 360,000 active; AID 651636; in the data active means inhibition above about 38%;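 further: enzyme fragment complementation signal reports receptor beta-arrestin coupling in cells; 0% = agonist plus DMSO wells and 100% = wells without agonist; some results beyond the cut were filed as inactive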
APJ agonist – APJ receptor agonism; P35414; CHO-K1 APJ PathHunter beta-arrestin, luminescence; 0% DMSO wells, 100% apelin; activation, % at 20 µM; 0.11% of 330,000 active; AID 2520;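 active means activation more than six SD over the plate average, tested at 20 µM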;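 further: 0% = DMSO alone and 100% = apelin-13 at 10 nM; some results filed as inactive read as strong as hits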
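Assay system – PathHunter CHO-K1 APJ (AGTRL-1) beta-arrestin reporter cells · Compound – one dose, 20 µM compound, 1% DMSO · Timing – compound 90 min 25 °C, reagent 1 h · Measured by – luminescence from split beta-galactosidase complementation, Galacton Star/Emerald II substrate · Measure – beta-arrestin recruitment to APJ as agonist activity, luminescent signal · Benchmarks – DMSO vs Apelin-13 10 nM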
Gli-Sufu block – blocks Gli-Sufu signaling in a luciferase reporter. Sufu-KO-LIGHT fibroblasts, Gli luciferase reporter luminescence. inhibition, % at 5 µM. 0.74% of 340,000 active. AID 588413;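 active means inhibition above about 55%, limit read from the data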;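 further: 0% = DMSO-treated cells and 100% = wells with medium but no cells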
UBC13 inh – inhibitors of human UBC13 polyubiquitin chain formation | P61088 | inhibition, % at 20 µM | 0.47% of 330,000 active | TR-FRET; in the data active means inhibition above about 45%, passing the limit was not always enough; inconclusive means no clear call, values can overlap the other calls
Target sequence (P61088 whole entry, looked up): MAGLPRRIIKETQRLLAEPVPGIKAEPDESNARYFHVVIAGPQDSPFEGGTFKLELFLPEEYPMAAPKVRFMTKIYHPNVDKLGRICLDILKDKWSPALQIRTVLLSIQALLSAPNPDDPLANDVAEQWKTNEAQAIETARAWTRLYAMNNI
* hit, by the source's call; ? = inconclusive; . = no result given.

SMILES	ATG4B inh	APJ antagonist	CXCR6 inh	CCR6 antag	EBI2 antag	APJ agonist	Gli-Sufu block	UBC13 inh
CCOC(=O)C1=C(c2ccccc2)NC(N)=NC1c1ccc(OCc2ccc(C(=O)OC)cc2)cc1 (stereo not drawn)	46*	3	35*	43	1	-1	0	55*
CC(=O)c1sc(C(C)(C)C)cc1NC(=O)CCC(=O)O	-4	26	4	4	-7	0	-3	4
COc1cccc(C#Cc2c(C=O)n(C)c3ccccc23)c1	4	-1	0	15	-2	-3	-8	?
COc1ccc(S(=O)(=O)NC(Cc2cnc[nH]2)C(=O)O)cc1 (stereo not drawn)	-8	-10	-11	-4	-3	-2	0	-19
CC1(c2nnc(-c3ccc(Cl)cc3)o2)CC(c2ccc([N+](=O)[O-])cc2)=NO1 (stereo not drawn)	-2	0	-18	0	-4	4	-5	13
Cc1cccc(NC(=O)C2CCCN(c3nc(C)cc(C)n3)C2)c1 (stereo not drawn)	8	-6	-3	-6	2	-3	-1	1
COc1cccc(CNC(=S)NC2CC2)c1	3	-21	-2	4	-3	0	6	-2
COc1ccc(NC(=O)C2CCC(C)(C(=O)O)C2(C)C)cc1 (stereo not drawn)	4	7	7	7	-5	0	-3	-4
O=C(CCS(=O)(=O)c1cccs1)Nc1ccc(C(=O)NCc2ccccc2)cc1	-15	6	2	15	-3	-3	28	4
CCOc1cc(C2NC(=O)NC(C)=C2C(=O)OCC2CCCCC2)ccc1O (stereo not drawn)	-14	-2	10	-11	-8	-2	-4	4
COc1ccc(OCC(=O)N(Cc2ccc(C)o2)C2CCS(=O)(=O)C2)cc1 (stereo not drawn)	0	-38	0	4	12	-4	-5	-7
Cc1cc(C)c(S(=O)(=O)N2CCC(C(=O)NCc3ccc(Cl)cc3Cl)CC2)c(C)c1	30	0	-6	3	36	2	0	-21
Cc1cccc(C(=O)NCCCNC(=O)c2ccco2)c1	-13	8	21	4	-8	0	-10	1
CCNC(=S)Nc1cccc(Cl)c1C	-8	6	-1	7	9	-4	-3	5
COc1cccc(-n2c(C)nc3c(cnn3-c3ccc(C)cc3)c2=O)c1	-9	-2	-10	5	-5	5	5	4
CN(C(=O)CS(=O)(=O)c1cccc(Cl)c1)c1ccccc1	-7	-10	-3	-8	-7	-1	1	1
COc1ccc(C(=O)N2CCN(Cc3ccc4c(c3)OCO4)CC2)cc1[N+](=O)[O-]	-4	7	-4	8	38	-3	30	-1
Cc1cccc(NC(=O)CCN2CCC(C(N)=O)CC2)c1	3	-13	-2	11	5	0	.	4
N#C/C(=C/c1ccc(-c2ccc(S(N)(=O)=O)cc2)o1)c1nc2ccccc2s1	32	-21	-20	-38	22	0	-5	-23
CCC(=O)NC(C)c1cc(Cl)c2cccnc2c1O (stereo not drawn)	-4	-5	16	18	-6	-2	18	-15
CCCCOCCCNC(=O)c1ccc([N+](=O)[O-])c(C)c1	-10	5	-7	-10	0	-4	-3	8
O=C(CNc1ccccc1Cl)Nc1cc(S(=O)(=O)N2CCOCC2)ccc1Cl	0	5	2	12	1	1	5	-7
O=C(CN1CCCC1)Nc1ccc(-c2nc3cc(NC(=O)CN4CCCC4)ccc3o2)cc1	-7	3	-6	23	-18	2	-8	25
CCOc1cc(/C=N/NC(=O)N/N=C/c2ccc(O)c(OCC)c2)ccc1O	-12	-21	.	8	.	-1	-87	-3
COCc1cc(=O)[nH]c(/N=C(\N)Nc2ccc(C)cc2)n1	-5	-2	0	-18	-10	-1	2	-5
CN(C)CC(C)(C)CNS(=O)(=O)c1ccc(Cl)s1	0	-5	-3	5	-8	-2	-2	1
Cc1cn([C@H](C(=O)NCCCCCCCCCCC(=O)N2CCNCC2)[C@@H](C)O)nn1	-7	4	-10	0	-3	3	-11	9
CCOC(=O)C1CCCN(Cc2c(Cl)cccc2Cl)C1 (stereo not drawn)	0	4	-3	4	4	3	1	-13
C=CCNC(=S)Nc1sc2c(c1C(=O)OCC)CCN(C(=O)OCC)C2	-5	10	0	14	-3	-3	-1	50*
Cc1c(/C=C(\C#N)C(=O)NCc2ccccc2)cc(C#N)n1C	1	24	12	12	17	-1	-8	-7
Cc1cc(C(=O)CSc2nnnn2-c2ccc(O)cc2)c(C)n1C	11	-4	-12	-2	0	-2	-10	-1
O=C(CCc1ccccc1)c1ccc2c(c1)OCCCO2	10	-12	4	6	16	-1	-74	4
Cc1ccccc1N(CC(=O)NCCSc1ccccn1)S(=O)(=O)c1ccccc1	-1	4	-3	-1	8	0	10	1
COc1ccccc1-c1ccc(=O)n(CC(=O)NCc2cccs2)n1	0	-29	-2	2	0	-2	-21	1
COCCCn1c(SCC(=O)Nc2ccc3c(c2)OCCO3)nnc1-c1ccoc1C	-4	-3	1	22	3	-3	4	-3
O=C(CN1CCN(Cc2ccc(Cl)cc2)C1=O)NCCCN1CCN(c2ccc(F)cc2)CC1	-8	-7	5	14	0	-1	17	14
O=C(COC(=O)c1cc(=O)[nH]c2ccccc12)Nc1nc(-c2ccccc2)cs1	-7	-15	-5	-3	5	-2	-18	-4
CCCCc1c(O)nc(SCC(=O)NCCc2ccc(OC)c(OC)c2)[nH]c1=O	4	5	-6	-1	-1	-1	-3	6
CCOC(=O)N1CCN(C(=O)c2ccc(CNS(=O)(=O)c3ccc(NC(C)=O)cc3)cc2)CC1	-9	30	-5	7	1	2	-12	-7
CO/N=C(\C(=O)O)c1csc(NN=C(C)C)n1	-5	0	-3	-4	0	-1	-2	-5
Cc1ccc(S(=O)(=O)N2c3cc(C)ccc3OCC2C(C)(C)C)cc1 (stereo not drawn)	5	16	8	18	19	-10	7	4
COc1cccc(C(=O)Nc2ccc3c(C)cc(=O)oc3c2)c1	-3	-21	-5	7	-8	-6	-87	0
Cc1noc(C)c1C(=O)OCC(=O)Nc1cccc(S(N)(=O)=O)c1	5	11	-2	15	3	2	-15	6
CCCCN1C(=O)C(NC(C)=O)c2ccccc21 (stereo not drawn)	-9	9	6	0	-2	1	6	-4
COc1cccc(CNC(=O)CN(C)S(=O)(=O)c2cccc3cccnc23)c1	7	-33	2	12	1	-3	-6	-12
COc1ccc(C2=Nn3c(nnc3-c3ccc(OC)cc3)SC2)cc1	-22	.	8	14	3	.	25	.
C/C(=N\OC(=O)Nc1ccc(Cl)cc1)c1ncc(C(F)(F)F)cc1N1CCOCC1	7	10	4	-1	5	0	-14	0
COc1ccc(CCN(Cc2cc3cccc(C)c3[nH]c2=O)C(=O)N2CCCC2)cc1OC	-10	-25	0	3	-4	8	5	-6
Cc1cc(=O)oc2c3c(cc(OCC(=O)NC4CC4)c12)OC(C)(C)CC3	-34	2	-10	7	7	-2	5	14
Cc1ccc(/C=N/NC(=O)c2ccc3c(c2)OCCO3)s1	-4	-13	-1	1	-2	4	-19	-2
COc1c(/C=N/NC(N)=S)c(C)nn1-c1ccccc1	-18	9	-4	3	2	-3	-3	4
COC(=O)C1=CN(Cc2ccc(OC)cc2)C=C(C(=O)OC)C1c1cccs1	0	1	7	11	3	-5	-1	13
CC1=NN(c2ccc(Cl)c(C(=O)O)c2)C(=O)/C1=C/c1ccc(-c2ccccc2[N+](=O)[O-])o1	11	14	-4	12	2	-5	20	-16
CN(C)C(=S)c1ccc(N(C)C)cc1	-7	-3	-4	1	-6	-3	2	10
COc1ccccc1C1(CC(=O)O)CCOC(C(C)C)C1 (stereo not drawn)	9	2	-6	-8	3	-2	0	4
O=C(NCCN1C(=O)S/C(=C\c2cccc(Cl)c2Cl)C1=O)C1=COCCO1	7	15	-19	-1	-5	-1	2	5
CCn1c(CCC(N)=O)nnc1SCC(=O)c1cc(C)n(C2CC2)c1C	-2	9	3	1	-13	-4	13	2
FC(F)(F)c1cccc(Cc2noc(CN3CCCC3)n2)c1	14	8	3	0	4	-2	-3	-1
CS(=O)(=O)N(CC(=O)N1CCN(c2ccc(F)cc2)CC1)C1CCCCC1	-2	-3	-7	-3	-7	2	6	3
CCOCCCNC(=O)CCCn1nc(C)n2c(cc3sccc32)c1=O	-6	3	0	-1	-8	-1	0	-3
Later entries:
SMILES	ATG4B inh	APJ antagonist	CXCR6 inh	CCR6 antag	EBI2 antag	APJ agonist	Gli-Sufu block	UBC13 inh
O=S(=O)(c1ccc2c(c1)OCCO2)N1CCN(Cc2ccc3c(c2)OCO3)CC1	-9	8	10	2	6	-1	8	-5
C[C@@H](C(=O)Nc1nc2ccccc2s1)N1C(=O)C2CC=CCC2C1=O (stereo partly drawn)	-8	9	2	8	7	-1	6	16
CCn1c(=O)c(C(=O)NCc2cccnc2)c(O)c2ccccc21	-7	6	9	11	-1	3	4	32
CC(Sc1n[nH]c(=O)[nH]c1=O)C(=O)OCc1ccccc1 (stereo not drawn)	7	6	12	-19	-6	-1	4	4
O=C(Nc1ccccn1)Nc1cccs1	1	12	-3	1	-6	-2	-16	3
Cc1cc(C(=O)NCc2ccc(F)cc2)c2ccccc2n1	-6	-11	10	10	-1	-2	-21	0
CC(=O)Nc1ccc(NC(=O)CCC(=O)NCCO)cc1	6	-12	0	3	-8	-3	-2	18
CN1Cc2c(N3CCOCC3)nc3sc(C(=O)c4ccc(Br)cc4)c(N)c3c2CC1(C)C	2	15	-6	28	16	0	-4	51*
CC(C)N(Cc1ccccc1)C(=O)COC(=O)c1ccc2c(c1)OCCO2	-7	-10	9	11	2	-2	-6	-4
COc1ccc(/C=C/C(=O)NC(=S)NNC(=O)[C@H]2C[C@@H]2c2ccccc2)cc1OC	2	28	35	33	6	-4	21	-22
Cc1ccc2c(c1)cc(C(=O)N1CCN(c3ccccn3)CC1)n2C	-5	9	14	9	47*	-3	-26	9
CCN(C[C@H]1N[C@@](C)(C(=O)OC)[C@H]2C(=O)N(C)C(=O)[C@@H]12)C(=O)Nc1ccc(OC)cc1	-1	6	-3	5	-13	-3	5	0
Cc1cccc(Sc2c([N+](=O)[O-])ncn2C)n1	1	-14	-7	-25	-26	-2	-2	-5
O=C(CSC1=NCCS1)NC(NC(=O)CSC1=NCCS1)c1ccccc1	12	7	0	2	-1	-3	9	6
COc1cc(OC)c(C(=O)NCc2ccc3c(c2)OCO3)cc1OC	-1	2	-5	4	2	-4	-13	6

Entries above printed as active in UBC13 inh.
SMILES	ATG4B inh	APJ antagonist	CXCR6 inh	CCR6 antag	EBI2 antag	APJ agonist	UBC13 inh
CCOC(=O)C1=C(c2ccccc2)NC(N)=NC1c1ccc(OCc2ccc(C(=O)OC)cc2)cc1 (stereo not drawn)	46*	3	35*	43	1	-1	55*
C=CCNC(=S)Nc1sc2c(c1C(=O)OCC)CCN(C(=O)OCC)C2	-5	10	0	14	-3	-3	50*
CN1Cc2c(N3CCOCC3)nc3sc(C(=O)c4ccc(Br)cc4)c(N)c3c2CC1(C)C	2	15	-6	28	16	0	51*

(list continues)
SMILES	ATG4B inh	APJ antagonist	CXCR6 inh	CCR6 antag	EBI2 antag	APJ agonist	Gli-Sufu block	UBC13 inh
Cc1cc2nnc(SCC(=O)NCc3cccs3)n2c(N)n1	21	11	-15	-1	-3	-3	-10	0
CCOc1cc(CNCc2cccs2)cc(Br)c1OCC	2	20	-5	-10	0	-2	12	6
COc1cccc(NC(=O)CN2C(=O)NC(CCc3ccccc3)C2=O)c1 (stereo not drawn)	-3	-4	0	4	-1	-2	2	4
Cc1ccc(CN2CCNC(=O)C2CC(=O)NC2CCCCCC2)cc1 (stereo not drawn)	-11	10	5	9	-8	-5	-14	-1
COC(=O)C1=C(C)N(CCc2ccc(OC)c(OC)c2)C(=O)C1	-11	-1	-5	10	-1	-3	-11	-2
O=C1OC(Nc2ccc(F)cc2F)c2ccccc21 (stereo not drawn)	-9	-9	-5	-9	-2	6	-7	1
O=S(=O)(c1ccc(N2CCCCCC2)nc1)N1CCCC1	-13	10	-1	7	9	-2	-4	4
Cn1c2ccc(F)cc2c2ncn(Cc3ccco3)c(=O)c21	0	18	-3	-10	2	-1	-3	20
CN1/C(=C/C(=O)C2CCC2)Sc2ccccc21	-1	12	3	3	-8	-1	-44	-3

Compound activity: PubChem, Sanford-Burnham Center for Chemical Genomics
